Compound activity from PubChem BioAssay.
JMJD2A Tudor inh: blocks the human JMJD2A Tudor domain. AID 504339. hit rate 4.4% among 390,000. AlphaScreen JMJD2A-Tudor / H3K4me3 peptide binding. Potency, µM (series often up to 114 µM), for inactives: at the top dose activity change, negative = inhibition, actives largely listed as inhibitors; note: % is set by controls: 0 for no effect and ±100 for the full control effect; nearly all actives have a fitted effect of over 50% in size
BAZ2B block: blocks human BAZ2B; Potency, µM (series often up to 114 µM), for the others: top-dose activity change, negative = inhibition, hits mostly inhibitors; AlphaScreen BAZ2B-H3K14Ac peptide displacement; Q9UIF8; hit rate 4.4% among 360,000; note: % is set by controls: 0 for no effect and ±100 for the full control effect; nearly all actives have a fitted effect of over 60% in size
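Compounds, titrated to a top concentration of 110 uM, were incubated 30 min at room temperature with preformed BAZ2B/acetyl-K14 H3 peptide complex (50 nM each). Proximity signal was measured by AlphaScreen after 20 min with beads.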
GLS inhibitor: inhibitors of human glutaminase (GLS). AID 624170. hit rate 0.21% among 410,000. Potency, µM (titrated, usually from 45.5 µM), for the others: top-dose activity change, negative = inhibition, usual class: inhibitors. O94925. GLS enzymatic activity, qHTS titration; note: % is set by controls: 0 for no effect and ±100 for the full control effect
Target sequence (O94925 whole entry, looked up): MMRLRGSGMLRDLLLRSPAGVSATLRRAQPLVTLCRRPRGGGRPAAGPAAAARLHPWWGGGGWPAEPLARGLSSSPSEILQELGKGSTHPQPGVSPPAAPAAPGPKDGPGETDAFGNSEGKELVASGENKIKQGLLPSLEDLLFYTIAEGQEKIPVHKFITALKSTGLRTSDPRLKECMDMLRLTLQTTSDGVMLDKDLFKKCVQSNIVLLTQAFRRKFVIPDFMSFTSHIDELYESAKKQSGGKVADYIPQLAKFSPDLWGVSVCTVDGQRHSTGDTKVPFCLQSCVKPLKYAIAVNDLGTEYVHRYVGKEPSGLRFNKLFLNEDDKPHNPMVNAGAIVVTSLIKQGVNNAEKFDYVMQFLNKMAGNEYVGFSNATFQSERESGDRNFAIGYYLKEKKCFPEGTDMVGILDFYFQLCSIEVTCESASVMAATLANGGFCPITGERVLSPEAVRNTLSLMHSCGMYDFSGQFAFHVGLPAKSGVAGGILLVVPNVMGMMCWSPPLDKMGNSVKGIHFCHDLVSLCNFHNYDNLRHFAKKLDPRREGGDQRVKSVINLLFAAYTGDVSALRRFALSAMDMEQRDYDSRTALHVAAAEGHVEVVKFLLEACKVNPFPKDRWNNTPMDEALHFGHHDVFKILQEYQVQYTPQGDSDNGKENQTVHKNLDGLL
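Enzyme dispensed in phosphate buffer (45 mM, pH 8.2, 0.02% Tween-20), compounds pinned in, then 1 mM L-glutamine solution and the glutamate oxidase–HRP–Amplex Red mix added; fluorescence read immediately and again after 30 min at room temperature.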
Tb PGK inh: inhibitors of T. brucei phosphoglycerate kinase | Potency, µM (highest dose often 57.5 µM), for inactives: top-dose activity change, negative = inhibition, most hits filed as inhibitors | PGK/GAPDH coupled, Kinase-Glo luminescence, 60 min | hit rate 0.043% among 380,000 | P07378 | AID 602233; note: % is set by controls: 0 for no effect and ±100 for the full control effect; nearly all actives have a fitted effect of over 60% in size
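Recombinant glycosomal PGK reaction used 1,3-bisphosphoglycerate generated in-well by GAPDH (100nM final) in 100mM TEA pH 7.6, 5mM MgCl2, 0.01% Tween-20. After 60 minutes at room temperature, ATP was read by Kinase-Glo Plus luminescence end-point.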
Pol iota inh: DNA polymerase iota (human) inhibition. Pol iota fluorescent replication assay, 10 min. hit rate 1% among 390,000. Potency, µM (top dose mostly 115 µM), inactives show at the highest dose activity, negative = inhibition, actives largely listed as inhibitors
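Pol iota at 10 nM preincubated 15 min with compounds at room temperature; reaction started with fluorescent substrate, 50 nM final. Fluorescence read kinetically at 0 and 10 min; buffer-only wells as negative control.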
HP1b chromo inh: HP1-beta chromodomain-methylated histone interaction inhibition. Potency, µM (highest dose often 114 µM), inactives show at the top dose activity change, negative = inhibition, actives largely listed as inhibitors. AID 540317. P83916. AlphaScreen HP1-beta / biotin-H3K9me3 peptide binding. hit rate 0.56% among 390,000; note: nearly all actives have a fitted effect of over 70% in size; inactives centre near 23
Target sequence (P83916 whole entry, looked up): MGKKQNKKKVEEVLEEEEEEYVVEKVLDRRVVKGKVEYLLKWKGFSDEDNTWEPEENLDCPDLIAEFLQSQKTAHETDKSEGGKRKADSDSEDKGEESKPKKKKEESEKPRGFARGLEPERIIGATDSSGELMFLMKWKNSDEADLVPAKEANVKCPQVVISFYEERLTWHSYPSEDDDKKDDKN
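Compound inhibition of the preformed complex between 50 nM HP1-beta and 50 nM biotinylated H3K9me3 peptide was read by AlphaScreen. Buffer was PBS pH 7.4 with 0.01% Tween-20. Incubations ran 30 min at room temperature, with 10 ug/mL donor/acceptor beads.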
BLM inh: inhibitors of human Bloom syndrome helicase BLM. recombinant BLM DNA unwinding, fluorescence dequenching. P54132. Potency, µM (highest dose often 56.1 µM), for inactives: at the top dose activity change, negative = inhibition, actives largely listed as inhibitors. hit rate 0.2% among 350,000;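 note: plate controls were vehicle for no effect and no enzyme for full effect; nearly all actives have a fitted effect of over 35% in size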
Pin1 inh: inhibitors of human Pin1; Q13526; Pin1 FP peptide displacement, HiFluor488, 10 min; Potency, µM (highest dose often 115 µM), without a hit: top-dose activity, negative = inhibition, hits mostly inhibitors; hit rate 0.009% among 390,000; active = well fitted inhibition curve with a large enough effect in the polarisation, with a control signal flat, not every such curve was filed as active; inconclusive = small, poorly fitted or top-dose-only effect, or effect the other way, or a change in a side signal; inactive = no such curve, though single readings can be large or run the other way; the % refers to the polarisation; note: % is set by controls: 0 for no effect and ±100 for the full control effect
Target sequence (Q13526 whole entry, looked up): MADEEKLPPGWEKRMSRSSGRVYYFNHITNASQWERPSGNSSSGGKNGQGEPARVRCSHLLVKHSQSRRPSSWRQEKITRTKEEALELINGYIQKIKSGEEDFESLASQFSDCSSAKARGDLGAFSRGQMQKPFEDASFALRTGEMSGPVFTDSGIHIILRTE
G9a block: G9a (human) methyltransferase inhibition | Q96KQ7 | G9a H3K9 monomethylation, AlphaScreen, 2 h | Potency, µM (titrated, usually from 102 µM), without a hit: at the highest dose activity, negative = inhibition, usual class: inhibitors | hit rate 8.8% among 350,000 | AID 504332; note: % is set by controls: 0 for no effect and ±100 for the full control effect; nearly all actives have a fitted effect of over 75% in size
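AlphaScreen read-out: biotin-H3K9 peptide (500 nM) methylation by 20 nM enzyme with 20 uM SAM, 2 h at room temperature after 15 min compound preincubation; anti-monomethyl H3K9 antibody plus donor/acceptor beads, 10 min dark.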
The depositor's hits bear a star; i = inactive; ? = inconclusive; · = no result given; & = joins results of further samples; [ ] = remark or other dose. Unless noted, calls come from the whole dose curve; as a rule, active = well fitted curve in the direction sought with a large enough effect; inconclusive = small, poorly fitted or top-dose-only effect, or another doubt; inactive = no such curve, though single readings can be large; an effect the other way counts as inactive or inconclusive. Potency is the fitted concentration of half-maximal effect. Some of the compounds tested; count on the stated rates, not on these rows.

SMILES | JMJD2A Tudor inh | BAZ2B block | GLS inhibitor | Tb PGK inh | Pol iota inh | HP1b chromo inh | BLM inh | Pin1 inh | G9a block
CCc1ccc(NC(=O)c2cc3c(=O)n(Cc4cccnc4)ccc3nc2C)cc1 | -14.7% | -12.7% | 4.2% | i | 12.3% | 19.3% | 0.0% | -1.9% | 4.6%[59 µM]
Cc1ccc(OCCSc2nc(N)cc(N)n2)cc1 | -20.6% | · | -0.1% | -6.6% | 46.6%[activator] | -10.1% | -3.2% | 1.4% | -39.7%
CCN(C(=O)c1cccc(NC(=O)c2ccccc2)c1)C1CCCCC1 | -14.6% | 3.4% | -0.3% | -2.8% | 22.8% | 7.3% | -7.7% | -2.7% | 16.8%
O=C(CSc1nc2c(cnn2-c2ccc(F)cc2)c(=O)[nH]1)N1CCCc2ccccc21 | -15.1% | 9.2% | 7.4% | 5.2% | 4.1% | 19.6% | 0.6% | -1.7% | ?
O=C(CN1CCN(Cc2cccc(F)c2)CC1)Nc1ccccc1F | -11.7% | -0.3% | -0.6% | -5.8% | 17.2% | 15.7% | -3.3% | -4.9% | -1.2%
Cc1nn(-c2ccc(F)cc2)c(N)c1C1(O)C(=O)Nc2ccccc21 (stereo unspecified) | -9.2% | -13.3% | 16.4% | -6.6% | 6.3% | 31.3%[activator] | -2.0% | 1.3% | -31.6%
COCCCN1C(=O)C(=O)/C(=C(/O)c2ccc(S(=O)(=O)N3CCOCC3)cc2)C1c1ccc(OC)cc1 (stereo unspecified) | 2.1% | -31.9% | -12.0% | i | -19.3% | 34.5% | -3.5% | -5.9% | 39.8µM*
Cc1nn(-c2ccccc2)c(N)c1C(O)(CC(=O)C(F)(F)F)C(F)(F)F (stereo unspecified) | 40.7%[activator] | 28.2% | 1.0% | -2.5% | -19.7% | 127.5%[activator] | -2.4% | -0.5% | 72.6%[activator][59 µM]
CCOC(=O)c1cc(C(=O)NC(C)c2ccccc2)c(C)[nH]c1=O (stereo unspecified) | -7.2% | -4.1% | -12.5% | -8.4% | 0.2% | 38.2%[activator] | -1.2% | -1.2% | ·
NCCCC[C@@H]1NC(=O)c2cc([N+](=O)[O-])cc(I)c2SC[C@@H](C(N)=O)NC(=O)[C@H](CCC(N)=O)NC1=O | ? | ? | 0.7% | 2.9% | ? | 27.0% | 1.8% | -3.0% | 8.91µM*
COc1ccc2c(c1)c(C(=O)CN1CCN(c3ccccc3)CC1)c(C)n2C | -32.7% | ? | 4.4% | -9.9% | 185.4%[activator] | -6.9% | -1.2% | 4.3% | 35.5µM*
CCc1ccc2occ(CC(=O)Nc3ccc(C)c(C)c3)c2c1 | 28.8% | -1.8% | 5.5% | 1.7% | ? | 27.3% | -7.6% | 6.6% | -13.8%[59 µM]
C#C[C@]1(O)CC[C@H]2[C@@H]3CCC4=CC(=O)CC[C@@H]4[C@H]3CC[C@@]21C | -12.2% | · | -0.3% | -7.4% | ? | 9.0% | · | -4.4% | ·
Cc1cc(-c2nnc(CCC(=O)NC(c3ccccc3)c3ccccc3)o2)no1 | -12.4% | -0.9% | 0.6% | -4.1% | 29.9% | 36.8% | -4.5% | -11.9% | 1.6%
CCC(C(=O)NC(C)c1ccccc1)C(=O)NC(C)c1ccccc1 (stereo unspecified) | -10.5% | 2.4% | -7.1% | -8.9% | 100.0%[activator] | 16.0% | -7.4% | 0.3% | 14.1%[2.33 µM]

Part of the list above, as labelled records.
structure: C#C[C@]1(O)CC[C@H]2[C@@H]3CCC4=CC(=O)CC[C@@H]4[C@H]3CC[C@@]21C
  JMJD2A Tudor inh = -12.2%	BAZ2B block = ·	GLS inhibitor = -0.3%	Tb PGK inh = -7.4%	Pol iota inh = ?	HP1b chromo inh = 9.0%	BLM inh = ·	Pin1 inh = -4.4%	G9a block = ·

structure: O=C(CSc1nc2c(cnn2-c2ccc(F)cc2)c(=O)[nH]1)N1CCCc2ccccc21
  JMJD2A Tudor inh = -15.1%	BAZ2B block = 9.2%	GLS inhibitor = 7.4%	Tb PGK inh = 5.2%	Pol iota inh = 4.1%	HP1b chromo inh = 19.6%	BLM inh = 0.6%	Pin1 inh = -1.7%	G9a block = ?

structure: CCc1ccc2occ(CC(=O)Nc3ccc(C)c(C)c3)c2c1
  JMJD2A Tudor inh = 28.8%	BAZ2B block = -1.8%	GLS inhibitor = 5.5%	Tb PGK inh = 1.7%	Pol iota inh = ?	HP1b chromo inh = 27.3%	BLM inh = -7.6%	Pin1 inh = 6.6%	G9a block = -13.8%[59 µM]

Remaining list, next part
SMILES | JMJD2A Tudor inh | BAZ2B block | GLS inhibitor | Tb PGK inh | Pol iota inh | HP1b chromo inh | BLM inh | Pin1 inh | G9a block
CCNC(=S)N/N=C1\C(=O)c2cccc3cccc1c23 | -17.4% | -10.2% | 7.4% | 9.8% | 11.7% | -1.6% | -10.2% | 4.6% | 2.7%[59 µM]
CCOC(=O)c1csc(NC(=O)c2ccc(OC)c(OC)c2)n1 | -8.3% | 2.8% | -0.9% | -3.0%[11.5 µM] | 16.8% | 33.2% | -7.7% | 4.2% | -31.0%
O=C(N/N=C/c1ccccn1)c1ccc(Br)cc1 | ? | -6.7% | 6.8% | 0.0% | 21.4% | 9.9% | 4.4% | -0.5% | 9.4%
O=C(c1ccc2nc[nH]c2c1)N1CCN(c2cccc(Cl)c2)CC1 | -30.8% | -36.2% | 6.5% | -7.0% | 26.5% | 31.6% | -18.3% | -10.7% | 13.6%
CN(Cc1ccc(Cl)cc1Cl)C(=O)c1cc(=O)c2ccccc2o1 | ? | -14.2% | 1.3% | 0.5% | 55.6%[activator] | 18.8%[57 µM] | -2.1% | -1.1% | 8.2%
OCCC1CN(Cc2cccc(F)c2F)CCN1CCc1ccccc1 (stereo unspecified) | -15.3% | -3.4% | 0.5% | -8.2% | 19.9% | 27.4% | -5.9% | 4.9% | ·
CC(=O)Nc1ccc(NC(=O)CSc2nc3[nH]ncc3c(=O)n2-c2ccccc2)cc1 | -1.2% | -16.2% | 2.1% | 1.9% | -8.7% | 31.7% | -0.3% | -1.5% | 6.6%[59 µM]
O=C(COC(=O)CCSc1ccc(Cl)cc1)Nc1ccc(F)cc1 | 16.2% | 86.6%[activator] | 0.0% | 0.6% | 5.6% | 42.7%[activator] | -21.8% | -1.1% | 13.5%[59 µM]
CC(NCCC1(Cc2ccccc2Cl)CCOC(C)(C)C1)c1cccs1 (stereo unspecified) | 6.4% | -3.0% | -6.5% | 7.6% | 20.7% | 22.4% | -2.3% | -6.2% | ·
Cc1ccc(C(=O)N2CCN(c3ccc(N4CCOCC4)nn3)CC2)cc1 | -18.2% | 8.8% | -1.7% | 2.6% | 27.2% | 19.7% | · | 5.8% | 24.4%[2.33 µM]
CCCOc1ccc(C2=CSC3=NCCN23)cc1[N+](=O)[O-] | ? | -22.6% | 19.9% | -11.0% | 9.4% | 6.5% | 2.4% | 0.4% | -24.4%
CCOc1ccccc1NC(=O)CSC1=Nc2ccccc2C2=NC(CC(=O)NCc3ccc4c(c3)OCO4)C(=O)N12 (stereo unspecified) | -24.0% | -3.6% | -13.8% | -8.7% | ? | 47.8%[activator] | -2.5% | ? | 26.5%[59 µM]
COc1ccc(CNC(=O)COc2ccc(OC)cc2)cc1 | -11.7% | 26.3% | -5.6% | -5.7% | 46.5%[activator] | 23.6% | 0.7% | -2.0% | 0.3%
CCN(CC(=O)N1CCC(C(N)=O)CC1)S(=O)(=O)c1ccc(Cl)cc1 | -10.3% | ? | 1.5% | -5.2% | 16.3% | 19.9% | -1.5% | -5.4% | 20.4%
O=C(CCS(=O)(=O)c1cccc2nonc12)Nc1cccc2c1CCCC2 | -17.1% | -8.5% | -1.4% | -6.4% | 3.8% | 19.9% | -4.8% | 7.0% | -39.8%[59 µM]
CC(=O)c1ccc(OCC(=O)Nc2ccc3c(c2)CCC3)cc1 | 2.1% | 1.9% | 5.7% | i | 120.5%[activator] | 26.6% | 1.3% | 4.4% | 9.8%
Cc1ccc2nc(SCC(=O)NCc3ccc4c(c3)OCO4)nc(=O)n2c1 | -13.8% | -3.7% | 0.7% | -9.7% | 33.1%[activator] | 9.1% | · | -10.9% | -34.8%
Cc1ccc(C(C)C)c(OCCCN(C)Cc2ccccc2)c1 | 22.4µM* | ? | -4.9% | -16.2% | 13.5% | ? | 0.8% | 6.9% | 10µM*
Cc1c(NC(=O)c2nc3ccccc3n(C)c2=O)cccc1[N+](=O)[O-] | -0.7% | -2.2% | 1.7% | -9.9% | -11.6% | 37.6%[activator] | -4.0% | -6.1% | 27.7%[59 µM]
CCOc1ccc(/C=C/C(O)=C2/C(=O)N(C)C3(C)CC2c2ccccc2O3)cc1OC (stereo unspecified) | 37.9%[activator] | -8.8% | -17.3% | -8.4% | -10.0% | 78.2%[activator] | -10.5% | 2.4% | 37.5%[59 µM]
N=C(N)SCc1nc2ccccc2c(=O)n1-c1ccccc1 | ? | -28.3% | -5.7%&-6.6% | -10.5% | 4.5%&89.0% | -19.5%&-16.7% | -2.7%&2.6% | 22.3%&3.5% | 44.7µM*
CNC(=O)C(C)N1c2cccc3cccc(c23)S1(=O)=O (stereo unspecified) | -21.6% | 9.6% | -4.3% | -3.6% | -34.9% | 16.4% | -3.6% | -9.7% | 33.1%
Cc1ccccc1N1CCN(C2CCCN(C(=O)CCC3(C)CC3)C2)CC1 (stereo unspecified) | -27.4% | -5.2% | 5.1% | -13.0% | 39.6%[activator] | 2.0% | -5.3% | -3.2% | ·
O=C(NC1CCCCC1)c1cc2c(cc1Cl)N1CCCCCC1=NS2(=O)=O | -2.4% | 9.6% | 3.8% | -0.9% | 17.1% | 19.1% | · | 6.3% | 50.1µM*
CC(=O)c1cccc(NC(=O)Cn2cc(C(=O)c3cccc(Cl)c3)c(=O)c3ccc(C)nc32)c1 | 6.5% | 1.3% | 7.9% | 2.7% | 89.1µM* | 22.3% | -7.9% | ? | -0.2%[59 µM]
